High-throughput results deposited in PubChem by several laboratories.
Bfl-1 inhibitors: Bfl-1 inhibitors, primary screen, biochemical, fluorescence polarization, FITC-Bid, mouse (AID 432) | hit rate 0.02% among 64,000 | Bcl-2-related protein A1 (Mus musculus) | displacement, % at 20 µM; hits with a dose series show IC50 in µM | FITC-Bid BH3 peptide fluorescence polarization displacement; higher % means a stronger effect; in the data active = a potency from the dose series; inactive = the rest, 99 in 100 with displacement below about 15%; also: strong numbers were not always called active
HPDE-C7K KRASV12: cytotoxicity in KRAS-transformed pancreatic duct cells, primary screen, cell-based, fluorescence, HTS (AID 431). HPDE-C7K KRASV12 cells, Alamar Blue viability, 48 h; higher % means a stronger effect. cytotoxicity, % at 10 µM; hits with a dose series show EC50 in µM. hit rate 1.7% among 63,000;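 active = compounds whose percent cytotoxicity in the single-dose primary screen, scaled between solvent and toxic-drug controls, exceeds 50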;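 also: 0% = DMSO solvent wells and 100% = doxorubicin-treated wells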
LYP phosphatase: LYP phosphatase inhibitors, primary screen, biochemical, DiFMUP fluorescence, recombinant catalytic domain, 10 µM (AID 606) | 52,000 tested, under 10 active | one-dose inhibition, % at 10 µM; IC50 in µM for titrated hits | recombinant LYP catalytic domain, DiFMUP fluorescence; higher % means a stronger effect | Tyrosine-protein phosphatase non-receptor type 22 (Homo sapiens);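 active = IC50 under 40 µM in the dose-response test; inactive = IC50 of 40 µM or more, or never dose-tested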
Spn PMK inh: S. pneumoniae PMK inhibitors, primary screen, biochemical, mevalonate pathway, pilot trial included | phosphomevalonate kinase (Streptococcus pneumoniae D39) | purified PMK, PK/LDH-coupled NADH absorbance 340 nm | inhibition, % at 10 µM | hit rate 0.49% among 65,000 | AID 539, 2006;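 active = top-ranked compounds by inhibition in the single 10 µM screen, taking a fixed number of the strongest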;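 also: 0% = full reaction with DMSO carrier and 100% = background rate without enzyme reaction; no value below 0 was filed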
Spn DPM-DC inh: S. pneumoniae DPM-DC inhibitors, primary screen, biochemical, PK/LDH-coupled NADH fluorescence. diphosphomevalonate decarboxylase (Streptococcus pneumoniae D39). purified DPM-DC. calls only at 10 µM. hit rate 0.49% among 65,000. AID 556, 2006;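 active = the 320 compounds with the highest percent inhibition in the single-dose primary screen, excluding strongly autofluorescent ones, cut at about 32% in these data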;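 also: kinetic rate of NADH fluorescence loss reporting ADP formed by the decarboxylase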
Spn MK inh: S. pneumoniae MK inhibitors, primary screen, biochemical, PK/LDH-coupled NADH absorbance | inhibition, % at 10 µM | purified MK, PK/LDH-coupled NADH absorbance 340 nm | hit rate 0.48% among 65,000 | mevalonate kinase [Streptococcus pneumoniae D39];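 active = ranked among the strongest by inhibition in the single 10 µM screen, a fixed top-ranked set picked for dose follow-up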; also: no value below 0 was filed
HPDE-C7 viability: cytotoxicity in HPDE-C7 cells, cell-based, fluorescence, HTS (AID 430); hit rate 1.8% among 63,000; HPDE-C7 pancreatic duct cells viability, fluorescence; higher % means a stronger effect; cytotoxicity, % at 10 µM; hits with a dose series show EC50 in µM;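 also: cells exposed to compound for 48 hours before viability readout; 0% = vehicle and 100% = reference cytotoxic drug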
HT1080 cytotoxicity: cytotoxicity in HT1080 fibrosarcoma cells, cell-based, fluorescence readout (AID 620). cytotoxicity, % at 10 µM, or EC50 in µM where a hit was titrated. hit rate 0.42% among 87,000. HT1080 viability, fluorescence; higher % means a stronger effect;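 also: cells exposed to compound overnight then 4 h with Alamar Blue; 0% = vehicle DMSO and 100% = killing control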
Alkaline phosphatase: human TNAP enzyme inhibitors, biochemical, luminescent (AID 518) | hit rate 0.09% among 64,000 | Alkaline phosphatase, tissue-nonspecific isozyme (Homo sapiens) | purified TNAP enzyme, luminescent substrate readout; higher % means a stronger effect | inhibition, % at 20 µM, or IC50 in µM where a hit was titrated; in the data active = a potency from the dose series; inactive = the rest, 99 in 100 with inhibition below about 22%;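 also: plate controls were vehicle for no effect and reference inhibitor for full effect; many of its hits are not listed in these tables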
Spn PMK inh pilot replicates: further read-out of Spn PMK inh, marked with its call; inhibition, %; measured here: pilot screen replicates
Spn MK inh pilot replicates: also measured in Spn MK inh; calls as there; inhibition, %; measured here: pilot screen replicates
Spn DPM-DC inh pilot screen %: also measured in Spn DPM-DC inh; calls as there; inhibition, %; measured here: pilot screen trials
* marks the source's active call; other numbers are inactive results; i = inactive; / = not tested or not shown. Rule as the data show it, unless noted: active = cytotoxicity above about 50%; inactive = the rest.

SMILES	Bfl-1 inhibitors	HPDE-C7K KRASV12	LYP phosphatase	Spn PMK inh	Spn DPM-DC inh	Spn MK inh	HPDE-C7 viability	HT1080 cytotoxicity	Alkaline phosphatase	others
CCN1CCN(C(=O)C(NS(=O)(=O)c2ccc3nc(C)sc3c2)C(C)C)CC1 (stereo not given)	6%	12%	2%	0	i	4	7%	-11%	10%
CCc1nnc(NC(=O)c2ccc(S(=O)(=O)N(CCOC)CCOC)cc2)o1	-3%	0%	2%	12	i	7	-20%	18%	4%
COc1ccc(CCNc2oc(COc3ccccc3)nc2C#N)cc1	-1%	45%	/	0	i	9	43%	-6%	16%
COc1cc(OC)cc(C(=O)N(Cc2cc3cc(C)ccc3[nH]c2=O)C(C)C)c1	-5%	-11%	-8%	3	i	5	-22%	-8%	5%
Cc1[nH]c(=O)[nH]c1CN1CCCCC1	-10%	-10%	7%	11	i	8	-11%	0%	16%
COCC(=O)Nc1cccc(C(F)(F)F)c1	-4%	-7%	16%	5	i	11	-1%	-6%	12%
COc1cccc(NC(=O)c2nc3nc(C)cc(C(F)F)n3n2)c1	7%	-7%	4%	0	i	8	-2%	1%	10%	Spn PMK inh pilot replicates=1.0;Spn MK inh pilot replicates=0.0;Spn DPM-DC inh pilot screen %=3.0
CC(C)C(c1nnnn1Cc1ccco1)N1CCN(c2cccc(Cl)c2)CC1 (stereo not given)	-3%	32%	0%	5	i	0	12%	13%	2%
Cc1ccc(-c2csc3nc(C)n(-n4c(C)ccc4C)c(=O)c23)o1	1%	10%	/	12	i	0	10%	-4%	12%
CC(C)C(CCNC(=O)CN1C(=O)c2ccccc2C1=O)c1ccco1 (stereo not given)	-5%	2%	/	/	/	/	-8%	2%	2%
O=C(CN(C(=O)Cn1nnc(-c2ccc(F)cc2)n1)C1CCCC1)NC1CCCC1	-9%	18%	4%	13	i	4	2%	40%	9%
COCn1c(-c2ccccc2)nc2ccccc21	-10%	-19%	6%	6	i	7	-16%	-8%	10%
Cn1c(=O)c2c(nc(SCC(=O)N3CCc4ccccc4C3)n2C)n(C)c1=O	-2%	-21%	12%	16	i	10	-5%	15%	11%
Cc1noc2nc(-c3cccs3)cc(-c3nnc4n3CCCCC4)c12	2%	-10%	6%	11	/	0	-3%	-10%	3%
CSCCC(N=Cc1c(O)n(-c2ccc(F)cc2)c(=O)[nH]c1=O)C(=O)O (stereo not given)	-3%	-7%	1%	13	i	9	-5%	-10%	24%
O=C(Nc1ccon1)c1cc2c(s1)CCCC2	-5%	-15%	8%	4	i	2	-23%	-3%	8%
CCS(=O)(=O)N1CCN(c2cccc(C)c2C)CC1	4%	-2%	-4%	11	i	5	1%	-2%	3%
Cc1cc(NC(=O)C2CC2)ncc1NC(=O)C12CC3CC(CC(C3)C1)C2	-9%	-17%	5%	0	i	10	-21%	-3%	1%
CCOC(=O)C1CCCN(C(=O)c2ccc3c(c2)NC(=O)C(N2CCOCC2)S3)C1 (stereo not given)	-1%	-3%	8%	18	i	1	1%	-2%	7%
O=C(NCCCCCNC(=O)c1ccco1)c1ccco1	-9%	-9%	/	11	i	0	-2%	-9%	3%
CCc1ccc2[nH]c(=O)c(CN(Cc3ccco3)S(=O)(=O)c3ccc4c(c3)OCCO4)cc2c1	6%	13%	10%	18	i	8	15%	-4%	1%
Cc1cccc(N(CC(=O)NCc2ccc3c(c2)OCO3)C(=O)CCC(=O)Nc2ccccn2)c1C	8%	-22%	7%	9	i	5	-28%	-5%	-7%
CC(C)(C)n1ncc2c(=O)n(CC(=O)N3CCCc4ccccc43)cnc21	-6%	11%	12%	14	i	6	-5%	-2%	4%
Cc1cccc(N(C(=O)CNC(=O)c2ccco2)C(C(=O)NC2CCCC2)c2cccnc2)c1 (stereo not given)	-11%	-3%	4%	10	i	11	-10%	-16%	3%

Some of these compounds in order of formula weight, smallest number first.
SMILES	Bfl-1 inhibitors	HPDE-C7K KRASV12	LYP phosphatase	Spn PMK inh	Spn DPM-DC inh	Spn MK inh	HPDE-C7 viability	HT1080 cytotoxicity	Alkaline phosphatase	others
CC(C)(C)n1ncc2c(=O)n(CC(=O)N3CCCc4ccccc43)cnc21	-6%	11%	12%	14	i	6	-5%	-2%	4%
CSCCC(N=Cc1c(O)n(-c2ccc(F)cc2)c(=O)[nH]c1=O)C(=O)O (stereo not given)	-3%	-7%	1%	13	i	9	-5%	-10%	24%
COc1cc(OC)cc(C(=O)N(Cc2cc3cc(C)ccc3[nH]c2=O)C(C)C)c1	-5%	-11%	-8%	3	i	5	-22%	-8%	5%

Continuation.
SMILES	Bfl-1 inhibitors	HPDE-C7K KRASV12	LYP phosphatase	Spn PMK inh	Spn DPM-DC inh	Spn MK inh	HPDE-C7 viability	HT1080 cytotoxicity	Alkaline phosphatase	others
Cc1ccc(C(C(=O)NC2CCCC2)N(Cc2cccnc2)C(=O)c2snc(C(N)=O)c2N)o1 (stereo not given)	1%	-4%	7%	7	i	9	-11%	-2%	0%
COC(=O)CSc1nnc(-c2ccc(S(=O)(=O)N3CCC(C)CC3)cc2)o1	-7%	0%	/	1	i	9	1%	-5%	6%
CCCOc1ccc(C2C(C(=O)c3ccco3)=C(O)C(=O)N2CCN2CCOCC2)cc1OC (stereo not given)	-6%	-15%	-8%	15	i	12	0%	6%	12%
COCCn1c(SCc2nc3sc(C(=O)OC)c(C)c3c(=O)[nH]2)nc2ccccc21	-8%	18%	/	5	i	0	11%	1%	0%
COc1cccc2c3c(c(C)nc12)CC(C)O3 (stereo not given)	-6%	11%	-19%	3	/	6	-5%	-1%	8%
CCn1c(N2CCN(C(=O)C34CC5CC(CC(C5)C3)C4)CC2)nc2ccccc21	-6%	25%	/	15	i	14	15%	-4%	11%
CN1C(=O)c2cccc(NC(=O)Cc3ccccc3)c2C1=O	-9%	-4%	-2%	0	i	4	-2%	/	1%
COc1cc(C(=O)Oc2ccccc2N)cc(OC)c1OC	-2%	-1%	/	0	i	7	-5%	-7%	6%
CC1CC(C)CN(C(=O)CSc2nnc(-c3ccc(Cl)s3)o2)C1 (stereo not given)	-4%	5%	11%	18	i	8	-5%	-8%	7%
FC(F)(F)c1nc(N2CCN(c3ccccc3)CC2)nc2c1CCCCC2	-1%	1%	4%	7	i	2	-6%	-4%	13%
CCCCSc1nc2c(c(=O)n1CC)SC(C)C2 (stereo not given)	-7%	-12%	12%	13	i	1	-14%	-8%	12%
CCOC(=O)c1c(NC(=O)C2CCN(S(=O)(=O)c3cccs3)CC2)sc(C)c1C	2%	-1%	4%	4	i	5	-10%	5%	13%
C=CCc1ccc(OCCCCCN2CCOCC2)c(OC)c1	8%	14%	11%	7	i	37	33%	10%	8%
O=C(CNC(=O)c1ccco1)OCc1cccc(Cl)c1	-7%	-14%	3%	0	i	4	-22%	-1%	10%
CCOC(=O)c1ccc(CSc2ncn[nH]2)o1	2%	16%	-11%	11	i	1	15%	4%	17%
N#Cc1ccccc1Cn1c(=O)n(-c2ccc(CC(=O)NCc3ccco3)cc2)c(=O)c2sccc21	5%	11%	-4%	0	i	6	3%	4%	3%
O=c1c2ccccc2nc2n1CC/C2=C/N1CCN(c2cccc(C(F)(F)F)c2)CC1	-6%	/	1%	7	i	3	/	-11%	10%
COc1ccc(C2C(=O)N(C3CCCCC3)CC(=O)N2Cc2ccco2)cc1 (stereo not given)	-3%	-20%	2%	13	i	0	-4%	-10%	4%	Spn PMK inh pilot replicates=0.0;Spn MK inh pilot replicates=0.0;Spn DPM-DC inh pilot screen %=1.0
CC(C)NC(=O)c1cc(-c2ccc(Br)cc2)on1	-2%	-2%	7%	18	i	2	1%	-57%	8%
Cc1ccc(Nc2cc(-n3nc(C)cc3C)ncn2)c(C)c1	-3%	-9%	/	0	i	4	-9%	-24%	4%
CCc1ccccc1NC(=O)C(C#N)Cc1cccnc1 (stereo not given)	3%	4%	10%	10	i	3	4%	3%	16%	Spn PMK inh pilot replicates=0.0;Spn MK inh pilot replicates=0.0;Spn DPM-DC inh pilot screen %=0.0
CCOC(=O)N1CCN(S(=O)(=O)c2ccc3c(c2)oc(=O)n3C)CC1	/	/	10%	0	i	4	/	1%	/
O=C(CSc1nnc(-c2ccccc2F)n1C1CCCCC1)N1CCCC1	4%	-2%	0%	6	i	1	5%	6%	10%
COc1c(O)cccc1-c1nnn(CCC(=O)OCC(=O)c2ccccc2)n1	-3%	-12%	10%	11	i	5	-15%	-2%	10%
COc1ccc2c(=O)c3c(=O)n(Cc4ccco4)c(-c4ccccc4)nc3oc2c1	-1%	-4%	/	8	i	7	-5%	-3%	11%
CCC(COC(=O)Nc1cccc(C)c1)NC(=O)OCC(C)C (stereo not given)	-3%	9%	3%	11	i	6	2%	3%	10%
Cc1ccc(C(=O)Nc2cnc3sc(C)nn3c2=O)cc1	-6%	10%	4%	5	i	7	7%	5%	2%

Filtered by structure, those above containing a thiophene ring, fused or not.
SMILES	Bfl-1 inhibitors	HPDE-C7K KRASV12	LYP phosphatase	Spn PMK inh	Spn DPM-DC inh	Spn MK inh	HPDE-C7 viability	HT1080 cytotoxicity	Alkaline phosphatase	others
Cc1ccc(-c2csc3nc(C)n(-n4c(C)ccc4C)c(=O)c23)o1	1%	10%	/	12	i	0	10%	-4%	12%
Cc1noc2nc(-c3cccs3)cc(-c3nnc4n3CCCCC4)c12	2%	-10%	6%	11	/	0	-3%	-10%	3%
O=C(Nc1ccon1)c1cc2c(s1)CCCC2	-5%	-15%	8%	4	i	2	-23%	-3%	8%
COCCn1c(SCc2nc3sc(C(=O)OC)c(C)c3c(=O)[nH]2)nc2ccccc21	-8%	18%	/	5	i	0	11%	1%	0%
CC1CC(C)CN(C(=O)CSc2nnc(-c3ccc(Cl)s3)o2)C1 (stereo not given)	-4%	5%	11%	18	i	8	-5%	-8%	7%
CCOC(=O)c1c(NC(=O)C2CCN(S(=O)(=O)c3cccs3)CC2)sc(C)c1C	2%	-1%	4%	4	i	5	-10%	5%	13%
N#Cc1ccccc1Cn1c(=O)n(-c2ccc(CC(=O)NCc3ccco3)cc2)c(=O)c2sccc21	5%	11%	-4%	0	i	6	3%	4%	3%
